Assay outcomes deposited in PubChem BioAssay by The Scripps Research Institute Molecular Screening Center.
proKLK7 act: activators of human kallikrein-7 zymogen; purified proKLK7, EDANS-DABCYL substrate fluorescence; 100% is mature enzyme control, 0% vehicle; P49862; 370,000 compounds, 0.9% hits; activation, % at 7 µM;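 active means activation above the mean of all tested compounds plus 3 SD, computed per campaign excluding outliers beyond control limits, cut at about 13% in these data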
DDE Tn7 FP inh: inhibitors of Tn7 peptide binding to human fibrin DD(E); P02675; FP displacement of FITC-Tn7 peptide from fibrin DD(E); 0% = median of compound wells per plate; inhibition, % at 8.3 µM; 370,000 compounds, 0.13% hits;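 active means inhibition above the mean of compounds falling within the control limits plus 3 SD of them, cut at about 14% in these data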;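 further: 0% = plate median of compound wells and 100% = 10 µM Aha-Tn7 peptide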
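assay system = human clot-derived fibrin DD(E) complex | quantity = Fibrin-DD(E) at 2 µM final | timing = 10 min preincubation, 3 h with tracer, room temperature | signal = fluorescence polarization | measure = percent inhibition | benchmarks = high control wells with 10 µM unlabelled Aha-Tn7 peptide (full inhibition) | replicates = singlicate testing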
UHRF1 MBD2 ctr: blocks human UHRF1 binding to methylated DNA. Q96T88. UHRF1 binding to methylated oligo, TR-FRET. inhibition, % at 4.4 µM. 370,000 compounds, 0.75% hits. AID 687016; in the data active means inhibition above about 21%;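 further: UHRF1 SRA domain binding a hemimethylated CpG hairpin DNA probe; 0% = median of test compound wells and 100% = reference inhibitor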
ASAP1 inh: inhibitors of human ASAP1 ArfGAP activity; ASAP1-stimulated ARF1 GTP hydrolysis, GDP FP detection; inhibition, % at 16.5 µM; 360,000 compounds, 0.19% hits; AID 624377; in the data active means inhibition above about 25%;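 further: 0% = vehicle with enzyme and substrate and 100% = no enzyme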
DDE Tn6 FP inh: disrupts Tn6 cyclic peptide binding to fibrin D-Dimer-E complex; P02675; Fibrin DD(E) TRITC-Tn6 fluorescence polarization displacement; inhibition, % at 8.3 µM; 370,000 compounds, 0.21% hits; AID 720509;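 active means inhibition above a per-campaign cutoff: mean of compounds within control limits plus 3 SD, cut at about 15% in these data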;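 further: 0% = median of all compound wells on the plate and 100% = blocking peptide control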
PLCb3 inh: blocks human PLC-beta3 enzyme activity; Purified PLC-beta3, fluorogenic substrate, fluorescence; inhibition, % at 12.2 µM; 370,000 compounds, 0.18% hits; AID 720704; in the data active means inhibition above about 11%;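 further: 0% = median of compound wells on plate and 100% = full blocker control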
MBD2 inh: MBD2-methylated oligo binding inhibition | Q9UBB5 | TR-FRET, MBD2 binding to methylated oligonucleotide | inhibition, % at 4.4 µM | 370,000 compounds, 0.31% hits | AID 686964; in the data active means inhibition above about 13%
ADAM17 inh: inhibits human ADAM17; recombinant ADAM17, EDANS/DABCYL FRET peptide cleavage; inhibition, % at 6.95 µM; AID 720648; 370,000 compounds, 0.83% hits;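 active means inhibition above the mean of compounds lying between control limits plus 3 SD, set per campaign, cut at about 8.5% in these data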;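 further: 0% = DMSO-only wells as the low control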
ARFGAP1 inh: rat ARFGAP1 inhibition; Q62848; Arfgap1-stimulated ARF1 GTP hydrolysis, GDP FP detection; inhibition, % at 16.5 µM; 360,000 compounds, 0.26% hits;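 active means inhibition above a per-plate limit, mean inhibition of low control wells plus 3 SD, cut at about 25% in these data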;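 further: 0% = DMSO wells with enzyme and 100% = wells lacking Arfgap1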
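System: truncated rat Arfgap1 GAP domain / Benchmarks: high control wells lacking Arfgap1, low control full reaction with DMSO / Times: compound-enzyme preincubation 20 min, reaction 120 min, detection 60 min, 25 °C / Repeats: one replicate per compound / Also added: human ARF1(Δ1-17)-GTP substrate / Measured by: Tracer-displacement fluorescence polarization with EDTA stop, 620/688 nm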
PLCg1 inh: inhibitors of human phospholipase C gamma1; 370,000 compounds, 0.84% hits; inhibition, % at 12.2 µM; AID 720700; purified PLC-gamma1, fluorogenic substrate, fluorescence; in the data active means inhibition above about 9.5%
An asterisk follows results filed as active; i = inactive. Rows were taken by chance (roughly 4.1% active in at least one column).

smiles	proKLK7 act	DDE Tn7 FP inh	UHRF1 MBD2 ctr	ASAP1 inh	DDE Tn6 FP inh	PLCb3 inh	MBD2 inh	ADAM17 inh	ARFGAP1 inh	PLCg1 inh
N#Cc1nc(-c2ccccc2Cl)oc1N1CCN(C(=O)c2ccco2)CC1	-0.1	1	2	6	-3	-5	-1	-4	-2	7
CCNC(=O)CC1C(=O)N(c2ccc(F)cc2)C(=S)N1CCc1ccncc1 (stereo unspecified)	-0.2	0	-1	10	4	-4	-1	-1	-6	-3
CCCCn1c(NCc2ccccc2NS(=O)(=O)c2ccc(C)cc2)nc2ccccc21	0.5	0	-1	3	-9	4	3	-3	9	3
O=[N+]([O-])c1ccc(N/N=C\c2cccnc2)nc1	-0.4	5	4	-18	-4	-9	6	-2	5	-2
O=C(CN1C(=O)c2cccc3cccc1c23)NCc1ccc2c(c1)OCO2	3.4	1	-3	-8	1	i	-10	-17	6	i
CC(Sc1nccn1C)C(=O)c1ccc(Br)cc1 (stereo unspecified)	0.3	-1	-1	3	-2	-5	2	-2	0	0
Cn1cccc1C(=O)NNC(=O)COc1ccccc1F	0.1	-3	-1	10	-4	-5	-5	1	1	2
C=CCSc1nnc(-c2c[nH]c3ccccc23)n1CC	0.6	-2	0	1	-1	3	-1	-1	3	1
CCOc1ccccc1N1CCN(c2nc3ccccc3nc2C(C#N)C(=O)OC)CC1 (stereo unspecified)	-0.9	2	-3	2	0	-3	1	-5	0	-1
COC(=O)C1=C(C)N(Cc2cccc(C(F)(F)F)c2)C(=NCc2ccc(C(F)(F)F)cc2)NC1c1ccc(Cl)cc1 (stereo unspecified)	-0.3	-3	-1	5	5	6	-1	4	10	2
O=C(NCc1ccccc1)C(CCc1ccccc1)n1c(=O)c(-c2ccccc2)nc2ccccc21 (stereo unspecified)	-12	-4	1	5	-3	-41	-1	-23	-3	-28
COc1ccc(NC(=O)CN(C)CC(=O)Nc2cccc(S(=O)(=O)N(C)c3ccccc3)c2)cc1	0.9	-1	4	-3	0	-4	1	6	16	4
CCOc1ccc(S(=O)(=O)/N=C(/c2ccccc2)N(C)C)cc1	0.2	3	0	-5	1	-5	4	-2	5	-3
COc1ccc(-c2cc(C(F)(F)F)nc(N3CCN(c4ccc(F)cc4)CC3)n2)cc1OC	0.3	1	-2	10	8	-2	1	-2	2	-6
O=C(NCCc1cccs1)c1cccs1	-0.2	6	0	9	2	0	-3	-3	-12	1
Cc1oc(-c2ccccc2F)nc1CN1CCC(C(=O)NC2CCCc3ccccc32)CC1 (stereo unspecified)	-0.6	6	-1	-8	6	-4	-9	-1	-5	-2
O=[N+]([O-])c1ccc(/C=N/Nc2ccccn2)cc1	-0.2	2	2	2	-3	-13	5	-3	4	-7
O=C(Nc1ncccc1Cl)c1cc2ccccc2o1	-0.6	6	-1	-4	-5	-9	4	-3	-7	-1
OC(CN1CCCCCC1)CN(c1ccccc1)c1ccccc1 (stereo unspecified)	-0.5	-3	3	-9	-6	-7	5	-6	-4	-3
O=C(O)c1ccc2c(c1)C(=O)N(c1cc(C(=O)O)ccc1Br)C2=O	0.0	-4	0	-5	0	-1	2	1	5	0
Cc1nn(C)c(C)c1S(=O)(=O)N(CC(=O)NCCCN1CC(C)CC(C)C1)c1ccc(C(C)C)cc1 (stereo unspecified)	-0.7	-3	-1	1	-7	-2	-3	0	-5	6
O=C(CSc1nc(-c2ccc(F)cc2)cc(C(F)(F)F)n1)NCc1cccs1	-0.3	-10	1	2	4	5	5	-4	11	3
O=C(Nc1ccc(C(=O)O)cc1)/C(=C\c1ccc2c(c1)OCO2)NC(=O)c1ccco1	0.5	3	1	6	-2	-8	0	-7	6	-1
O=S(=O)(c1ccc(N=C2NN=C(c3cc(F)ccc3F)CS2)cc1)N1CCOCC1	0.2	-1	-11	0	0	-9	-7	5	4	-9
COc1cccc(CCNC(=O)c2cc(COc3cccc(OC)c3)on2)c1	0.8	-9	-1	11	-8	-2	-1	-1	12	-4

Next part; the last 2 above are carried over.
smiles	proKLK7 act	DDE Tn7 FP inh	UHRF1 MBD2 ctr	ASAP1 inh	DDE Tn6 FP inh	PLCb3 inh	MBD2 inh	ADAM17 inh	ARFGAP1 inh	PLCg1 inh
O=S(=O)(c1ccc(N=C2NN=C(c3cc(F)ccc3F)CS2)cc1)N1CCOCC1	0.2	-1	-11	0	0	-9	-7	5	4	-9
COc1cccc(CCNC(=O)c2cc(COc3cccc(OC)c3)on2)c1	0.8	-9	-1	11	-8	-2	-1	-1	12	-4
Cc1ccc2nc(N3CCN(C(=O)c4cccs4)CC3)c(C#N)cc2c1	-1.3	-5	0	5	-5	-155	-2	-86	3	-136
CN(C)c1cccc(CNC(=O)c2ccc3nc([C@H]4C[C@H](O)[C@@H](CO)O4)[nH]c3c2)c1	-0.2	-3	3	5	-6	0	4	-4	10	6
COc1cc(C2C(C(=O)OC(C)C)=C(C)Nc3ncnn32)cc(OC)c1OC (stereo unspecified)	-0.2	3	-1	19	-1	-1	1	-1	-9	1
CN(C)CCCN(Cc1ccccc1)C(=S)Nc1ccc(SC(F)F)cc1	0.1	-1	-1	-2	2	1	1	0	-12	1
CCC(C)NCCOCCOc1ccc(Cl)c2ccccc12 (stereo unspecified)	0.4	9	0	-8	-1	-2	0	-7	-4	2
Cc1ccc(/C=C/C(=O)NCc2cccs2)o1	-0.5	-6	1	10	-1	-18	-3	-4	-1	-3
COC(=O)CC(C(=O)Nc1cc(C(=O)OC)cc(C(=O)OC)c1)N1CCN(C)CC1 (stereo unspecified)	-0.1	-1	0	8	1	11*	-5	5	-6	14*
COc1ccc(OCc2nn3c(-c4cccc(OC)c4)nnc3s2)cc1	-0.7	3	1	5	-2	0	-8	0	13	2
CC1CCN(S(=O)(=O)c2ccc3c(c2)CCN3C(=O)C2CCC2)CC1	-0.1	-4	4	-3	-5	-8	8	-10	14	7
C#CCN(C[C@H]1[C@H](OC(=O)NCc2ccccc2)[C@H](OC(=O)NCc2ccccc2)C[C@H]2C(=O)N(c3ccccc3)C(=O)[C@@H]12)S(=O)(=O)c1ccc(C)cc1	0.1	1	1	6	-2	2	-2	0	2	1
COc1ccccc1C(c1nnnn1Cc1ccco1)N1CCN(c2cccc(C)c2C)CC1 (stereo unspecified)	0.3	7	-1	-4	8	-3	-2	-5	-8	-1
Nc1ccc2oc(C3CCCCC3)nc2c1	-0.1	1	-3	-1	1	-6	2	-6	-5	-3
O=S(=O)(c1ccc2ccccc2c1)N1CCN(S(=O)(=O)N2CCCCC2)CC1	0.3	0	-5	-10	9	-9	-4	-5	-8	1
Cc1ccc(NC(=O)CCCOc2ccccc2)cc1S(=O)(=O)N1CCOCC1	0.6	-3	-2	-2	9	-5	-3	5	-6	0
Cc1cc(Br)c2[nH]c3c(c2c1)CCCC3=O	0.7	-7	-2	-21	1	-24	3	-8	-10	-17
CN(C(=O)COC(=O)CNC(=O)CNC(=O)c1ccc(Cl)cc1Cl)c1ccccc1	-0.1	14	0	-17	10	-2	2	-3	-4	1
CCc1cc2c(=O)oc(-c3ccc(Br)cc3)nc2s1	-0.2	-2	2	-8	5	-15	-4	-4	-5	-6
O=C(C1CCN(Cc2ccc(Cl)cc2)CC1)N1CCN(C(c2ccccc2)c2ccccc2)CC1	0.6	-5	1	2	-3	0	6	2	-1	2
CCOC(=O)Cc1csc(NC(=O)C(CC(C)C)NC(=O)C2CCCCC2)n1 (stereo unspecified)	0.7	-12	-1	13	0	-4	-5	0	-1	2
COc1cccc(-c2csc(N3CCN(C(=S)Nc4ccc(Cl)cc4)CC3)n2)c1	0.2	-4	0	-3	-4	2	2	0	1	-1
O=C(CSc1ccc2ccccc2n1)NCc1ccc2c(c1)OCO2	-0.1	2	0	-2	10	-3	5	-2	0	-2
Cc1cc(C)c(-n2c(SCC(=O)N3CCOCC3)n[nH]c2=O)c(C)c1	-0.2	-4	-2	3	-5	-4	0	2	10	3
O=C(NCc1ccc(-c2csnn2)cc1)c1cccs1	0.5	0	3	2	2	-6	-2	1	7	1
C/C(Cn1cnc([N+](=O)[O-])n1)=N\NC(=O)c1ccc(F)cc1	0.8	4	1	5	7	-8	-2	-3	-10	-7
COc1ccc([N+](=O)[O-])cc1NC(=O)CC(C)c1ccccc1 (stereo unspecified)	0.8	2	0	3	5	2	5	-2	-3	0

smiles	proKLK7 act	DDE Tn7 FP inh	UHRF1 MBD2 ctr	ASAP1 inh	DDE Tn6 FP inh	PLCb3 inh	MBD2 inh	ADAM17 inh	ARFGAP1 inh	PLCg1 inh
Cc1cc(C)n(-c2ccc(NC(=O)C3CCCCN3C(=O)c3occc3C)cc2)n1 (stereo unspecified)	0.1	6	0	3	-2	-5	-1	-2	4	-2
Cc1ccc(Nc2nc3ccccc3nc2Nc2c(C)n(C)n(-c3ccccc3)c2=O)cc1	0.2	-8	-1	3	-2	0	2	-2	9	3
Cc1ccc(NC(=O)CCc2nc3ccccc3[nH]2)cc1C	0.4	-1	-3	7	-4	-4	-6	-3	3	8
O=S(=O)(/C=C/c1ccccc1)Nc1cccc(S(=O)(=O)NC2=NCCC2)c1	0.1	6	3	-2	12	-2	6	-3	3	-3
